From PubChem
Bcl-2 Bim block: inhibitors of Bim-Bcl-2 interaction, human | P10415 | Bead-based flow cytometry, Bim peptide-Bcl-2 binding | inhibition, % at 10 µM | hit rate 0.06% among 190,000; in the data active means inhibition above about 40%; inconclusive means no clear call, values can overlap the other calls;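 further: 0% = no compound wells with probe peptide and 100% = reference peptide inhibitor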
Target sequence (P10415 whole entry, looked up): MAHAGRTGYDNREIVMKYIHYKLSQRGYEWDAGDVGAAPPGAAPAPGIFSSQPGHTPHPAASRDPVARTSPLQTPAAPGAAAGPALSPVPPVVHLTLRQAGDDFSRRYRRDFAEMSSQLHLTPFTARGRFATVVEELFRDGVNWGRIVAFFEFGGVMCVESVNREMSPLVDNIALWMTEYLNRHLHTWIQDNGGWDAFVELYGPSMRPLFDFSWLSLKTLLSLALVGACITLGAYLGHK
Bim-Bcl-W: disrupts Bim peptide binding to human Bcl-W | bead-based flow cytometry | inhibition, % at 10 µM | hit rate 0.02% among 190,000;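 further: 0% = bound tracer without compound and 100% = peptide blocker; higher means less fluorescent Bim peptide bound to Bcl-W beads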
RGS8-Gao: modulates binding of RGS8 to human Galphao | AID 1423 | response (percent of control binding), % at 10 µM | hit rate 0.34% among 220,000 | multiplexed bead flow cytometry; actives lie on both sides; in the data active means response below about 60% or above about 140%; inactive means in between;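 further: Galphao activated as the GDP aluminium fluoride complex binding bead-coupled RGS8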
Target sequence (P09471 whole entry, looked up): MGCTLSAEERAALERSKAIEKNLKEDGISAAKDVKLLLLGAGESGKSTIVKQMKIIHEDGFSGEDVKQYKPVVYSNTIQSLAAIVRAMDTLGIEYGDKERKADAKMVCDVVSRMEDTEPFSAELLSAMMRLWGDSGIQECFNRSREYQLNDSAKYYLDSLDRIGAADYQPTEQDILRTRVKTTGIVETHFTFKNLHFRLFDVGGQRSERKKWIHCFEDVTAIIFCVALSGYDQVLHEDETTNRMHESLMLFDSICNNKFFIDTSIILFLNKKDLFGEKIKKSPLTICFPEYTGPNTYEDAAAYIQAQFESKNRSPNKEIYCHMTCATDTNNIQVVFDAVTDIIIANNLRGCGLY
ABCG2 block: human ABCG2 inhibition, ABCB1 as counter-screen; Q9UNQ0; IgMXP3 cells, JC-1 efflux, flow cytometry; inhibition, % at 6.6 µM; hit rate 0.1% among 190,000; AID 1325;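 active means inhibition above 80%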;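 further: 0% = DMSO and 100% = nicardipine control wells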
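Measure – % inhibition of efflux relative to nicardipine and DMSO · Test system – ABCG2 IgMXP3 and barcoded ABCB1 CCRF-Adr cell mix · Control set – nicardipine as high control, DMSO as low control · Compound – one concentration, 6.6 µM final · Signal – flow cytometry of retained JC-1 fluorescence · Timing – 10 min exposure at 25 °C with rotation, no wash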
Bim-Bfl-1: disrupts Bim binding to human Bfl-1; Q16548; Bead-based flow cytometry, Bim-Bfl-1 binding inhibition; inhibition, % at 10 µM; hit rate 0.12% among 190,000; AID 1008;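 further: 0% = wells without compound plus tracer and 100% = blocker peptide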
RGS7-Gao: modulates binding of RGS7 to human Galphao. hit rate 0.35% among 220,000. P09471. binding response (% of control), % at 10 µM. Multiplexed bead flow cytometry; actives lie on both sides; in the data active means binding response below about 49% or above about 150%; inconclusive means no clear call, values can overlap the other calls; inactive means in between;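 further: fluorescent Galphao held in activated GDP-AlF4 state binding bead-coupled RGS7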
GSH fluor: GSH bead compound fluorescence profile; GSH beads flow cytometry, compound fluorescence 488/530 nm; active compounds read high; fluorescence (KMESF) at 10 µM; hit rate 0.25% among 190,000; in the data active means fluorescence above about 89;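 further: glutathione beads carrying GST-tagged Bcl family fusion proteins plus one bare bead set; values are compound well signal with DMSO vehicle wells as background; inactives centre near 16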
Bcl-B Bim block: human Bim-Bcl-B interaction inhibition | Q9HD36 | bead-based flow cytometry, Bim peptide-Bcl-B binding | inhibition, % at 10 µM | hit rate 0.073% among 190,000 | AID 951;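 further: 0% = tracer peptide without compound and 100% = reference inhibitor peptide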
Target sequence (Q9HD36 whole entry, looked up): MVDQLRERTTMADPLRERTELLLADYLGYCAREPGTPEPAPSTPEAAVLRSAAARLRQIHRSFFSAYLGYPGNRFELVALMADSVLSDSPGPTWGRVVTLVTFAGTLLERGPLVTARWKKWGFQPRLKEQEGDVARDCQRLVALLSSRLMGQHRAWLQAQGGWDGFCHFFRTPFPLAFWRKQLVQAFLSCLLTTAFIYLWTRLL
RGS4-Gao reg: human RGS4-Galphao interaction regulation | AID 1415 | hit rate 0.33% among 220,000 | P09471 | binding response (% of control), % at 10 µM | Multiplexed bead flow cytometry, RGS4-Galphao binding; actives lie on both sides; in the data active means binding response below about 49% or above about 150%; inactive means in between;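 further: fluorescent Galphao activated with aluminum fluoride binding bead-coupled RGS4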
ABCB1 block: inhibitors of human ABCB1 transporter, ABCG2 counter-screen; P08183; CCRF-Adr cells, JC-1 efflux, flow cytometry; inhibition, % at 6.6 µM; hit rate 0.067% among 190,000; in the data active means inhibition above about 40%;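 further: 0% = vehicle and 100% = reference inhibitor; higher value means more JC-1 retained so stronger ABCB1 efflux block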
Bim-Bcl-XL: human Bim-Bcl-XL interaction inhibition; Q07817; Bim peptide-Bcl-XL binding, bead flow cytometry, fluorescence; inhibition, % at 10 µM; hit rate 0.04% among 190,000
Target sequence (Q07817 whole entry, looked up): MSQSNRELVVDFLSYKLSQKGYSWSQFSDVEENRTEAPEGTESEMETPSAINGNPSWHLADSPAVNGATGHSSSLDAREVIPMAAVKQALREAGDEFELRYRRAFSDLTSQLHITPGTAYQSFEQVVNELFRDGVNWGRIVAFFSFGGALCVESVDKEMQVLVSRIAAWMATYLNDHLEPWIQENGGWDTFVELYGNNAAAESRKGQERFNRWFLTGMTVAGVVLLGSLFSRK
* hit, by the source's call; ? = inconclusive; [ ] = remark or other dose. Unless noted, no stated cut-off is given here; in the data, active means inhibition above about 40%.

The first 2 entries (preview)
SMILES	Bcl-2 Bim block	Bim-Bcl-W	RGS8-Gao	ABCG2 block	Bim-Bfl-1	RGS7-Gao	GSH fluor	Bcl-B Bim block	RGS4-Gao reg	ABCB1 block	Bim-Bcl-XL
COc1ccccc1NC(=O)N(Cc1ccccc1)c1ccccn1	-10	4	98	13	-11	103	46	-11	104	0.8	0
Cc1[nH]n(-c2ccccc2)c(=O)c1/C=N/N(c1ccccc1)c1ccccc1	-8	-2	102	0	-7	100	8	-2	104	0.2	-2

Results (from the top)
SMILES	Bcl-2 Bim block	Bim-Bcl-W	RGS8-Gao	ABCG2 block	Bim-Bfl-1	RGS7-Gao	GSH fluor	Bcl-B Bim block	RGS4-Gao reg	ABCB1 block	Bim-Bcl-XL
COc1ccccc1NC(=O)N(Cc1ccccc1)c1ccccn1	-10	4	98	13	-11	103	46	-11	104	0.8	0
Cc1[nH]n(-c2ccccc2)c(=O)c1/C=N/N(c1ccccc1)c1ccccc1	-8	-2	102	0	-7	100	8	-2	104	0.2	-2
OC(COCc1ccc(Cl)cc1)CN1CCN(c2ccccn2)CC1 (configuration not stated)	25	26	105	0	35	102	13	16	105	0.1	39
CCc1cccc(C)c1NC(=O)COC(=O)c1c2c(nc3ccccc13)/C(=C\c1cccs1)CCC2	-3	0	102	-4	2	98	6	-8	100	-0.2	-4
CC(=O)Oc1ccc(CCC(C)OC(C)=O)cc1 (configuration not stated)	-7	0	103	5	-15	104	23	-8	107	0.9	-3
CCOc1ccc(C(=O)Nc2cc(C)ccn2)cc1	-2	-2	102	2	-4	101	13	-5	100	-0.4	-5
CCOC(=O)CC1Sc2ccccc2NC1=O (configuration not stated)	-5	-3	102	10	-12	103	21	-13	105	1.8	-6
CCOc1cc(C2C3=C(CCCC3=O)Nc3nc(C(=O)OC)nn32)ccc1OC (configuration not stated)	-2	1	100	1	-1	97	13	-4	101	0.2	-1
C/C(=N\NC(=O)c1cccs1)c1ccc2c(c1)OCO2	-2	-2	101	4	2	?	15	1	98	-0.3	0
C=CCc1ccc(OCCOCCNCCCC)c(OC)c1	-5	-1	99	2	-9	96	4	-5	95	0.3	0
CSC1=NCCN1C(=O)c1ccc(S(=O)(=O)N2CCOCC2)cc1	-8	1	102	-2	-12	101	18	-9	102	-1.2	-5
O=C(Nc1ccccn1)C1CCN(S(=O)(=O)c2cccs2)CC1	-12	0	103	2	-13	101	8	-4	101	0.6	-6
Cc1nc(N2CCc3ccccc3C2)[nH]c(=O)c1CCC(C)C	-3	0	109	0	-1	110	8	0	113	-0.3	-3
CCOC(=O)c1ccc(NC(=S)N(CCCN(CC)CC)Cc2ccco2)cc1	-2	-1	97	0	-14	97	12	-6	87	0.1	-5
O=C1C=C(c2ccccc2)C[C@H](c2cccs2)[C@H]1n1cnc([N+](=O)[O-])c1	-3	-8	102	10	0	101	11	-4	102	2.7	-4
O=C(CCNc1n[nH]c(=O)[nH]c1=O)N1CCOCC1	-8	2	100	0	-10	97	15	-4	100	-0.1	-3
CC(C)(C)C(=O)Nc1sc2c(c1C#N)CCCCC2	2	0	82	8	8	102	60	6	95	1.4	1
CCOC(=O)CSc1nc2ccccc2n2cnnc12	-5	-2	99	1	-8	102	4	-4	102	0.3	-4
CCN(CC)C(=O)c1ccc2nc3ccccc3nc2c1	2	2	102	4	1	100	23	-8	101	0.5	0
Cc1ccc(N=CC2=C(O)CC(C)(C)CC2=O)nc1	1	3	106	1	0	106	9	-2	107	0.9	1
COC(=O)c1ccc(CSc2nc3ccccc3[nH]2)o1	-1	1	100	5	2	98	13	-6	100	0.6	-2
COC(=O)C(CC(=O)c1ccc(Cl)cc1)c1ccc(C)cc1 (configuration not stated)	-12	-6	106	2	-9	107	11	-3	83	0.2	-5
COc1ccc(C2(CNC(=O)/C=C/c3ccco3)CCCC2)cc1OC	-6	-1	94	2	-6	96	31	-15	96	0.1	-8
COc1ccc(-n2c(=O)c3ccccc3n(CC(=O)NC3CCCC3)c2=O)cc1	-1	0	100	0	-1	98	19	-2	100	0.1	-2
CCCCCc1nc2c(=O)[nH]c3ccccc3c2o1	-1	-2	102	1	-1	101	16	-2	100	0.1	-3
CC1CCN(S(=O)(=O)Cc2ccccc2Cl)CC1	-9	2	96	6	-12	93	10	-6	94	0.9	-5
Cc1ccccc1Oc1nc2ccccc2n2cnnc12	0	0	98	1	5	97	13	0	92	-0.3	-1
COC(C(=O)Nc1cccc(F)c1)c1ccccc1 (configuration not stated)	-1	3	101	2	-6	101	14	-3	102	0.1	0
O=C(/C(Cl)=C/Nc1ccc(Br)cn1)C(F)(F)F	-1	0	102	1	-7	100	15	-3	104	0.0	-3
Cc1ccc(NS(=O)(=O)c2ccc3c(c2)c(=O)n(C)c(=O)n3C)cc1F	0	5	93	3	-4	89	31	16	91	0.8	-5
CCOC(=O)N1CCN(c2nc3ccccc3nc2C(C#N)S(=O)(=O)c2ccc(C)cc2)CC1 (configuration not stated)	0	-1	99	-1	0	101	25	-3	99	-0.4	-2
Cc1ccc(Nc2cc(=O)[nH]c(=O)[nH]2)cc1Cl	-1	-3	99	3	0	100	66	1	98	0.5	-2
COc1cc(NC(=O)c2c3c(nc4ccccc24)CCC3)cc(OC)c1	-10	-1	104	1	-13	101	44	-5	100	-1.1	-14
CCOC(=O)c1c(NC(=O)CC2SC(=NC)N(C)C2=O)sc(C)c1C (configuration not stated)	0	-5	102	0	0	102	22	-2	103	-0.1	-3
CC(C)(C)NC(=O)COC(=O)c1ccc(Cl)cc1O	0	0	103	2	-2	100	12	-2	99	0.0	0
COCCn1nnnc1C(c1cccs1)N1CCN(c2cc(C)ccc2C)CC1 (configuration not stated)	-10	-3	99	0	-9	99	23	-6	100	1.1	-4
CN(C)S(=O)(=O)n1ccnc1	-6	5	103	-2	-12	102	44	-6	104	0.3	1
O=C(COC(=O)c1ccc(Cl)c(S(=O)(=O)N2CCCCCC2)c1)Nc1ccccc1	-4	-1	98	1	0	101	4	-6	98	0.4	-5
COc1ccc(N(C(=O)CCC(=O)Nc2cc(C)on2)C(C(=O)NC2CCCC2)c2ccco2)cc1 (configuration not stated)	0	-2	98	7	2	?	13	1	98	1.4	3
CC1=NN(C(=O)c2ccc(Cn3ccc([N+](=O)[O-])n3)cc2)C(O)(C(F)(F)F)C1 (configuration not stated)	-4	-5	103	2	-1	102	10	-6	103	0.4	-7
Cc1ccccc1C1NC(=O)Cc2ccccc21 (configuration not stated)	-6	4	100	4	-10	96	55	-5	102	1.1	-1
O=C(CCn1cnc(-c2ccccc2)c1-c1ccccc1)N/N=C/c1ccc(O)cc1	-12	-1	102	1	-9	108	9	-3	101	0.7	-4
O=C(CC(=O)c1ccccc1O)c1ccc(F)cc1	-7	3	101	0	-15	99	59	-8	102	-0.1	-28
Cc1cccc(C(=O)Nc2ccc(C(=O)/C=C/c3cccnc3)cc2)c1	2	0	105	-5	4	186*[activator]	0	1	196*[activator]	0.1	-4
COc1ccc(C(=O)CSc2n[nH]c(-c3ccco3)n2)cc1	-9	0	101	54	-16	98	23	-7	97	0.1	-7
O=C(c1cc([N+](=O)[O-])ccc1N1CCOCC1)N1CCCC1	3	0	65	18	0	86	9	0	84	0.6	0
CCOC(=O)c1c(-c2ccccc2)[nH]c2ccc(O)cc12	-2	5	105	4	1	101	16	2	101	0.2	2
CCc1cccc(C)c1NC(=O)Nc1ccc2c(c1)OCO2	0	-1	101	0	-7	99	25	-3	96	0.0	-2
COc1ccc(OC)c(NC(=O)C2CCN(C(=O)c3cccs3)CC2)c1	-3	0	105	3	-7	102	10	-4	104	0.6	0
CCSc1nnc(NC(=O)CCNS(=O)(=O)c2cc(Br)cnc2N)s1	-5	0	91	2	-7	90	15	-5	89	0.4	-3
CCCCNC(=O)c1cc2c(-c3ccc(Cl)cc3)nn(C)c2s1	2	6	68	1	-1	76	22	3	63	0.4	4
Cn1[nH]c(C(F)(F)F)c(C=Nc2ccc(Cl)cc2)c1=O	-1	-1	100	3	-6	?	12	-5	102	1.4	-2
Cc1cc(C)c(C)c(OCC(=O)NCc2nc(-c3ccccc3)no2)c1	-9	2	98	13	-12	97	53	-8	104	-0.9	-18
CC(C)Nc1oc(-c2cccc3ccccc23)nc1C#N	-10	0	104	66	-18	103	23	-9	107	1.3	-8
COc1ccccc1NC(=O)CN(C)S(=O)(=O)c1ccc2c(c1)CCC(=O)N2	-5	-2	103	2	-10	108	19	-9	102	0.6	-4
CCOc1ccccc1N1CCN(C(=O)COc2ccc3c(C)cc(=O)oc3c2)CC1	-6	-4	98	4	-3	?	16	-8	98	1.1	-5
CC(=O)N1CCN(c2ccccc2NC(=O)c2ccc(C#N)cc2F)CC1	-2	0	102	5	-9	101	26	-3	98	1.0	-2
COCC(=O)N(Cc1cc2ccccc2[nH]c1=O)c1ccc(OC)cc1	-6	0	98	7	-10	103	52	-8	102	1.0	-7
Cc1c(NC(=O)Nc2cccs2)cccc1[N+](=O)[O-]	-1	-2	102	21	3	105	67	-4	103	-0.2	-4
CN(C)CCCNS(=O)(=O)c1cc(Cl)ccc1Cl	-17	-9	101	13	-23	98	28	-12	102	0.8	-14
New compounds follow:
SMILES	Bcl-2 Bim block	Bim-Bcl-W	RGS8-Gao	ABCG2 block	Bim-Bfl-1	RGS7-Gao	GSH fluor	Bcl-B Bim block	RGS4-Gao reg	ABCB1 block	Bim-Bcl-XL
CCOC(=O)c1ccccc1NC(=O)c1ccccc1N(C)S(C)(=O)=O	-4	-2	101	8	-17	100	30	-9	102	0.7	-8
O=C(O)COc1ccccc1Cc1ccccc1	-8	-4	97	0	-7	100	28	-4	98	0.2	-8
Cc1ccc(S(=O)(=O)N2CCCC2C(=O)Oc2ccccc2)cc1 (configuration not stated)	-3	-1	102	3	-9	107	47	-4	105	1.0	-4
O=C(Cn1c(NCCO)nc2ccccc21)c1ccc(Cl)cc1	-1	-1	94	0	0	98	5	1	98	0.1	-5
CCN(CC)C(=O)c1sc(NC(=O)c2cccc([N+](=O)[O-])c2)c(C#N)c1C	0	-3	102	34	-2	98	10	-1	101	0.5	-4
CCN1C(C)=C(C)S/C1=C1\SC(=S)N(C2CCCCC2)C1=O	-6	-2	97	-2	3	111	10	-9	96	-1.2	-3
CCCCOn1c(C)c(C(=O)OCC)c2c3no[n+]([O-])c3ccc21	-1	11	94	45	6	95	48	5	98	4.4	8
O=C1CCCN1c1ccc(S(=O)(=O)NCCOc2ccccc2)cc1	5	-1	102	0	-6	105	15	-1	100	-0.2	-5
O=C(Nc1ccc2c(c1)OCCO2)c1cc(-c2ccccn2)nc2ccc(Br)cc12	2	0	98	2	-3	96	16	-3	99	1.6	-3
CCn1ncc(Br)c1C(=O)Nc1cc(C)ccc1F	-4	-2	101	3	-3	108	16	-4	106	0.3	-2
Cc1ccc(-n2c(SCc3ccc(C#N)cc3)nnc2-c2ccccn2)cc1	-7	1	101	15	-9	96	15	-11	98	0.1	0
Cc1cccc(-c2nc3cc(NC(=O)C4CCCO4)ccc3o2)c1 (configuration not stated)	-8	-5	119	5	-11	107	10	-7	109	0.2	-8
